DTT redox prof = compounds producing H2O2 with reducing agent – biochemical, NIH compound library profiling, artefact control for MLSCN library redox annotation, primary screen; activation, % at 10 µM; 200,000 compounds, 0.03% hits; AID 878; DTT-dependent redox cycling H2O2, phenol red/HRP absorbance; 100% = 100 µM peroxide control, 0% = buffer;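 active = activation of at least 50% relative to the plate's high and low controls in the primary single-dose screen; inactive = activation below 50%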;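 note: compound incubated with DTT at 0.8 mM final as the reducing agent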
Efa HMGR inh = E. faecalis class II HMG-CoA reductase inhibition | purified E. faecalis HMGR, NADPH absorbance 340 nm kinetic | inhibition, % at 10 µM | 190,000 compounds, 0.41% hits | AID 1066;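 active = inhibition above a set limit, the median over all tested compounds plus 3 SD, cut at about 9.5% in these data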;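 note: enzyme runs in reverse so mevalonate oxidation gives rising NADPH absorbance; 0% = complete reaction with DMSO and 100% = background rate lacking mevalonate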
S1P3 antagonist = antagonists of human S1P3 receptor | Q99500 | CHO S1P3 NFAT-BLA reporter, FRET fluorescence, antagonist mode | inhibition, % at 4.98 µM | 170,000 compounds, 0.27% hits | AID 485;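 active = inhibition above the plate cutoff, the mean inhibition of test wells on that plate plus 3 SD, cut at about 28% in these data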;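 note: cells challenged with S1P at its EC80 of 0.8 µM; blue over green emission ratio from cleaved BLA substrate after 4 h stimulation; 0% = S1P-stimulated wells and 100% = unstimulated DMSO-only wells; some compounds past the cut are filed as inactive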
Target sequence (Q99500 whole entry, looked up): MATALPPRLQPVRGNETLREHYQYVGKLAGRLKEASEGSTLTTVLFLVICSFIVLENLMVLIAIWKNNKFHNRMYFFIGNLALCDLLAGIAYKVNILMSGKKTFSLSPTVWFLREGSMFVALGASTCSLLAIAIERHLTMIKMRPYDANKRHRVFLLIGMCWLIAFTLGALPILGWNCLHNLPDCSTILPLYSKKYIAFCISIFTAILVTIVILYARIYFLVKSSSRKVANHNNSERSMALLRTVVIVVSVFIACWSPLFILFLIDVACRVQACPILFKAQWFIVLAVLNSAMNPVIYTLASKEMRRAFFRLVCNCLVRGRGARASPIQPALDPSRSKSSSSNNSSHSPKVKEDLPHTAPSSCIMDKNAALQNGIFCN
PPARg SRC1 recr = PPARgamma-driven SRC-1 recruitment agonism; 200,000 compounds, 0.41% hits; P37231; AID 631; PPARgamma-SRC-1 coactivator recruitment biochemical assay; activation, % at 8 µM; in the data active = activation above about 19%;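 note: 0% = DMSO and 100% = reference agonist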
TR-FRET SRC-2 ct = counter-screen for PPARgamma SRC-2 recruitment agonists: TR-FRET artefact; hits give high values; TR-FRET ratio at 8 µM; 200,000 compounds, 0.4% hits; AID 1049; in the data active = TR-FRET ratio above about 2000; note: inactives centre near 1500; reference of the scale not given here
PPARg SRC3 recr = agonists of human PPARgamma SRC-3 coactivator recruitment | 200,000 compounds, 0.26% hits | biochemical PPARgamma/SRC-3 coactivator recruitment assay | activation, % at 8 µM | P37231; in the data active = activation above about 23%;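 note: 0% = DMSO and 100% = reference agonist; some compounds past the cut are filed as inactive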
bIAP inhibitor = blocks bovine intestinal alkaline phosphatase activity. inhibition, % at 20 µM. 190,000 tested, under 10 active. purified bovine IAP, CDP-star luminescence, 30 min;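 active = over 50% inhibition of intestinal alkaline phosphatase at 20 µM in the single-dose screen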
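Assay system: bovine IAP enzyme; medium: DEA buffer 100 mM, pH 9.8, with MgCl2 1.0 mM, ZnCl2 0.02 mM; doses: 20 µM single dose; incubation: enzyme reaction for 30 min at room temperature; detection: CDP-star luminescence signal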
RAM inhibit = yeast RAM network inhibition. AID 868. inhibition, % at 50 µM. S. cerevisiae dse1pr::URA3 reporter, 5-FOA growth OD615, 2 d; analog-sensitive cbk1-as2 kinase mutant strain. 190,000 compounds, 1.8% hits;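 active = inhibition above a set limit, 3 SD over mean compound inhibition, cut at about 8.4% in these data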;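 note: 0% = DMSO-only wells with no growth and 100% = 10 µM 1-NA-PP1 full growth; inhibition rescues growth on 5-FOA so higher OD means more RAM inhibition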
ROMK mod = human ROMK K+ channel modulation, primary screen | P48048 | AID 1918 | 130,000 compounds, 2% hits | Tet-inducible ROMK, thallium flux fluorescence; actives lie on both sides | B-score at 10 µM;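 active = signal ratio slope over the read window, or its plate-corrected B-score, at least 3 SD from the plate mean, either direction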;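 note: B-score of the F/F0 ratio slope over 7 to 12 s after thallium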
Target sequence (P48048 whole entry, looked up): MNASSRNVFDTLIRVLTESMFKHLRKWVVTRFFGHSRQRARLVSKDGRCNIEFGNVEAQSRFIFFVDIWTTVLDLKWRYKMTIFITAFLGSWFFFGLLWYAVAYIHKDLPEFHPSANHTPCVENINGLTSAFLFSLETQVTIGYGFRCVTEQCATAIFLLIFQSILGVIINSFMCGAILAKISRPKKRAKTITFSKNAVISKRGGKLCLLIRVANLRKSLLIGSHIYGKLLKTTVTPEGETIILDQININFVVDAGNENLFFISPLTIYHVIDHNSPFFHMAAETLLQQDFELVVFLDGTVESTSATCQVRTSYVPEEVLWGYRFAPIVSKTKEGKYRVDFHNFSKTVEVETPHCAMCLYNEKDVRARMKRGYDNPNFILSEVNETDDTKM
PPARg SRC-2 ag = promotes SRC-2 coactivator recruitment by human PPARgamma; P37231; PPARgamma LBD-SRC-2 recruitment, biochemical; activation, % at 8 µM; 200,000 compounds, 0.34% hits; AID 1032; in the data active = activation above about 22%;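 note: 0% = vehicle and 100% = reference agonist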
L major viab = reduces viability of Leishmania major promastigotes. AID 1063. inhibition, % at 10 µM. 200,000 compounds, 9% hits. resazurin fluorescence viability; in the data active = inhibition above about 50%;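 note: promastigotes grown with compound for 44 hours at 28 °C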
* marks the source's active call; other numbers are inactive results; . = not tested or not shown.

SMILES	DTT redox prof	Efa HMGR inh	S1P3 antagonist	PPARg SRC1 recr	TR-FRET SRC-2 ct	PPARg SRC3 recr	bIAP inhibitor	RAM inhibit	ROMK mod	PPARg SRC-2 ag	L major viab
CCN1CN=C(NS(=O)(=O)c2ccc(C)cc2)NC1	0.0	-2	.	6	1573	0	11	-0.7	-0.53	4	12
CCOC(=O)c1csc(NC(=O)Nc2cccc(Cl)c2)n1	0.1	-6	-8	11	1650	0	3	3.5	.	-3	87*
CC(CN1CCCCC1)C(=O)NN (centres undefined)	-0.3	-1	-16	5	1526	3	-4	2.7	0.97	6	-4
Cc1ccc(NC(=O)/C(C#N)=C/c2ccsc2)c(C)c1	0.4	-2	1	4	1476	2	0	2.2	0.087	-7	41
CCCCN1Cc2cc(C(=O)c3cc(F)ccc3O)cnc2NC1=O	0.3	2	-3	2	1584	8	2	2.8	.	6	-3
CCc1cc2ccc(C)cc2nc1SCC(=O)N1CCN(C(=O)c2ccco2)CC1	2.7	-9	18	1	1502	0	6	2.1	-1.9	3	13
CCNC(=S)NCCN1CCOCC1	-0.1	1	-14	1	1711	1	4	0.9	0.65	1	-6
CCCCN1C2CCCC1CC(NC(=O)c1ccc(OC)c(OC)c1)C2 (centres undefined)	-0.6	-2	-28	-1	1397	-3	-10	2.2	0.44	2	2
O=C(CN1CCN(S(=O)(=O)c2ccccc2F)CC1)NC1CCCC1	-0.7	-9	-1	-4	1336	5	9	-1.4	-0.71	-5	-4
CCOC(=O)c1cc2c(ccn2C)n1CC(=O)N1CCC(C)CC1	-0.3	2	.	3	1651	8	-5	1.4	.	8	36
COc1ccc(-c2coc3cc(O)cc(O)c3c2=O)cc1	0.5	-8	2	7	1744	2	46	1.7	.	3	-5
Cc1ccc(CN(CC(=O)NCCc2ccccc2)C(=O)CCCC(=O)Nc2cc(C)on2)cc1	-0.3	-9	-20	4	1610	7	-6	1.1	-0.083	3	-4
CC(C)CC(NC(=O)c1ccc(Cl)cc1)C(=O)O (centres undefined)	-0.2	0	.	5	1573	-5	6	1.4	1.1	0	84*
OCCN1CCN(Cc2nc(-c3cccc(Cl)c3)no2)CC1	-1.7	1	-21	3	1729	2	-4	1.7	0.25	2	9
CC(C)(C)c1ccc(SCC(N)=O)cc1	-3.0	2	-20	7	1418	-1	3	1.2	.	4	3
CCOC(=O)CSc1nnc(CNc2ccc(Cl)cc2)n1-c1ccccc1	-0.2	-2	-11	-11	1787	-1	-10	0.6	-1.3	2	-6
COc1cccc(CNC(=O)CSc2ccc(-c3ccco3)nn2)c1	-0.3	-7	-8	0	1614	9	-2	1.2	-0.043	4	19
CCOC(=O)c1cnn(-c2ccccc2)c1NC(=O)CSc1nnc(-c2cccs2)n1CC	1.1	-3	.	-9	1456	-7	-2	1.3	0.025	-3	0
O=C(Cc1cccs1)Nc1nnc(CCc2ccccc2)s1	2.0	-9	-16	2	1402	-5	9	3.7	.	-3	3
Cc1ccc(N2C(=O)c3cccc(Oc4ccc(Cl)cc4)c3C2=O)c(C)c1	-0.3	-3	-1	10	1571	1	10	2.6	-1.1	12	-2
N#Cc1c(-c2cccc(Br)c2)cc(-c2cccnc2)nc1N	-0.2	-5	3	7	1560	5	-23	1.4	-0.17	-6	3
O=[N+]([O-])c1c(C(Cl)Cl)nn(-c2ccccc2)c1N1CCOCC1	-0.9	-5	-27	4	1545	-3	4	1.6	0.35	-2	16
N#Cc1c(/N=C/c2ccco2)sc2c1CCC2	1.1	-9	26	12	1610	3	24	3.1	.	5	-1
CCOC(=O)c1sc(NC(NC(=O)c2ccco2)(C(=O)OC)C(F)(F)F)nc1C (centres undefined)	1.0	-5	19	-3	1580	-1	1	1.9	.	-4	12
COc1ccccc1N1CCN(S(=O)(=O)c2ccc(Cl)s2)CC1	2.2	-7	23	0	1513	1	11	1.9	-0.16	0	4

Next part, overlapping the part above by 2 compounds.
SMILES	DTT redox prof	Efa HMGR inh	S1P3 antagonist	PPARg SRC1 recr	TR-FRET SRC-2 ct	PPARg SRC3 recr	bIAP inhibitor	RAM inhibit	ROMK mod	PPARg SRC-2 ag	L major viab
CCOC(=O)c1sc(NC(NC(=O)c2ccco2)(C(=O)OC)C(F)(F)F)nc1C (centres undefined)	1.0	-5	19	-3	1580	-1	1	1.9	.	-4	12
COc1ccccc1N1CCN(S(=O)(=O)c2ccc(Cl)s2)CC1	2.2	-7	23	0	1513	1	11	1.9	-0.16	0	4
CCOC(=O)CC1ON(C)C(=O)N1c1ccc([N+](=O)[O-])cc1 (centres undefined)	0.2	-3	.	5	1592	0	10	0.1	0.19	14	-5
Cn1ccnc1SCc1cc(=O)[nH]c2ccccc12	-0.5	-2	14	7	1601	3	8	1.3	.	10	-5
OC1(c2cccnc2)CCN(Cc2nnnn2Cc2ccccc2)CC1	-0.8	-1	-2	9	1441	5	3	0.6	.	1	5
O=C(Cn1nnc(-c2ccccc2)n1)N1CCN(c2ccc(F)cc2)CC1	-0.3	-3	0	1	1536	-2	-15	3.8	-0.014	1	-6
O=c1nc(/C=C/c2ccc(-c3ccc(F)cc3)o2)cc(C(F)(F)F)[nH]1	0.4	1	.	-4	1462	-6	11	2.6	.	-2	6
O=C(CSc1ncc(-c2ccc(F)cc2)[nH]1)Nc1cccc(O)c1	2.2	2	7	0	1694	-13	20	-0.1	-0.63	1	4
O=C(Cn1cncn1)NCc1cc(F)ccc1F	0.7	-7	0	6	1574	-2	14	2.7	0.92	1	-1
O=C1CC(c2cccs2)Sc2nc3ccccc3n21 (centres undefined)	0.7	1	11	-3	1388	-24	11	0.9	-0.046	15	-5
COc1ccc(N2CCN(c3nc4ccccc4nc3NS(=O)(=O)c3ccccc3)CC2)cc1	-1.6	-3	.	-4	1512	-6	6	-0.2	0.25	1	-2
CS(=O)(=O)c1sc2nc(-c3ccccc3)cc(-c3ccccc3)c2c1N	0.2	1	.	4	1498	-1	-10	8.0	1.2	7	4
CC(=O)N1CCC2(CC1)C(C#N)=C(N)Oc1n[nH]c(CSc3ccc(C)cc3)c12	0.0	-3	-15	3	1551	23	-16	0.1	0.038	5	-3
CCC(=O)N1CCc2cc(S(=O)(=O)CCC(=O)Nc3ccc(C)c(F)c3)ccc21	0.7	-2	9	6	1408	-8	-2	6.7	0.12	-3	0
Cc1cc(C)c(S(=O)(=O)N(C2=NCCS2)S(=O)(=O)c2c(C)cc(C)cc2C)c(C)c1	0.7	-3	.	-2	1318	-2	1	3.5	-1.4	2	98*
O=[N+]([O-])c1ccccc1OCCCNCc1ccccc1	-1.0	-10	-8	-3	1556	-5	27	1.0	0.61	-2	98*
O=C(COC(=O)c1ccccc1)Nc1cccc(S(=O)(=O)NC2=NCCCCC2)c1	-0.6	-1	11	-1	1487	-1	11	0.4	.	0	-3
CS(=O)(=O)N(CC(=O)N1CCc2ccccc2C1)Cc1ccccc1	0.0	4	.	1	1566	10	-2	0.6	0.045	7	-7
CCNC(=O)NC(=O)CSc1ccc(NC(C)=O)cc1	0.1	-1	-4	5	1498	-9	-2	2.3	.	-3	4
COc1cccc(NC(=O)Cn2c(=O)n(CCCC(=O)NCc3ccco3)c(=O)c3ccccc32)c1	-2.8	-1	20	7	1482	2	8	1.9	.	5	2
CCOc1ccc(Oc2ccc(Cl)cc2N)cc1	-0.2	-2	-3	7	1565	1	27	0.1	1	5	18
COC(=O)C1=C(N)Oc2cc(C)n(Cc3ccccc3)c(=O)c2C1c1ccccc1 (centres undefined)	0.2	0	.	-1	1562	7	15	0.9	0.013	5	11
C=CCn1c(=O)c2ccc(C(=O)NCc3ccccc3)cc2n(Cc2cccc(Cl)c2)c1=O	0.6	5	-12	7	1359	-1	8	2.5	1.5	6	-3
Cc1ccc(C(=O)N2CC3(C)CN(C(=O)c4ccc(C)cc4)CC(C)(C2)C3=O)cc1	-0.1	-2	-2	-1	1352	-5	3	-0.6	.	-5	-6
Cc1ccc(-c2nnn(CC(=O)N(Cc3cccs3)C(C(=O)NC3CCCC3)c3ccncc3)n2)cc1 (centres undefined)	0.3	5	.	5	1554	4	2	5.1	-1.5	3	21
Fc1ccc(NC(=S)N/N=C/c2ccc(F)c(F)c2)cc1	0.2	-1	-8	6	1722	3	0	2.6	0.13	7	-7
CCOc1ccc(OCC)c(NC(=O)CSc2nnc(-c3cccnc3)o2)c1	3.0	-1	23	5	1393	0	-5	2.8	.	-2	-5
New compounds follow.
SMILES	DTT redox prof	Efa HMGR inh	S1P3 antagonist	PPARg SRC1 recr	TR-FRET SRC-2 ct	PPARg SRC3 recr	bIAP inhibitor	RAM inhibit	ROMK mod	PPARg SRC-2 ag	L major viab
Cc1cccc(NC(=O)c2sc(Cl)nc2-c2ccccc2)c1	-1.4	-1	.	4	1817	8	8	0.8	-0.39	12	12
O=C(c1ccccc1NS(=O)(=O)c1ccc(F)cc1)N1CCc2ccccc21	-0.1	-2	2	-1	1604	-5	5	3.8	0.89	7	-8
O=C(Nc1ccc(OC(F)F)cc1)c1ccccn1	-0.1	-2	-19	3	1551	4	10	-0.4	0.77	7	-3
Cc1ccc(CN(C(=O)Cc2cccs2)C(C(=O)NC2CCCC2)c2ccncc2)cc1 (centres undefined)	-0.1	1	5	-6	1592	2	19	0.1	-1.7	3	6
O=NC1=C(c2c(O)[nH]c3ccccc23)CCCC1	-0.3	1	10	-1	1560	-8	0	0.3	0.14	-7	27
CCc1ccc(OCC(=O)OCC(=O)c2ccc3c(c2)NC(=O)CO3)cc1	0.1	3	.	-2	1491	-3	1	2.6	.	-2	4
Cc1cc(/C=C(/C#N)c2cccc(Cl)c2)c(C)n1C	1.3	-4	.	-4	1565	4	-1	17*	.	9	1
O=C(CCC1CCCN(C(=O)c2ccc3c(c2)OCCO3)C1)NCc1ccccc1F (centres undefined)	-1.9	-2	-1	1	1570	0	-4	-0.1	0.77	6	-1
Cc1c(Cl)c([N+](=O)[O-])nn1Cc1ccc(C(=O)N/N=C\c2cccc(Br)c2)o1	1.5	-1	.	0	1554	-3	1	1.6	.	7	55*
Cn1c(=O)[nH]c(=O)c2c1nc(NCc1ccccc1)n2CC(O)c1ccccc1 (centres undefined)	-0.8	1	-13	-5	1446	-4	2	0.6	-0.95	-12	4
O=C(CCNS(=O)(=O)c1cccc2nsnc12)Nc1ccc2c(c1)OCCO2	-0.1	2	.	-2	1549	-2	16	0.1	-0.036	4	-2
CSc1nc(C)cc(OCCNS(=O)(=O)c2cc(C)ccc2C)n1	-1.6	-13	.	3	1554	1	9	1.3	-0.77	2	-9
Cc1n[nH]c(C)c1CCCOc1ccccc1	0.7	0	.	-1	1437	-5	.	0.6	0.81	1	-1
O=C(CNC(=O)c1ccccc1)OCC(=O)N1c2ccccc2Sc2ccccc21	0.4	-3	14	0	1572	4	9	7.9	.	-3	-3
CC1CCc2cc(F)cc3c(O)c(C(=O)NCc4ccco4)c(=O)n1c23 (centres undefined)	1.9	5	.	13	1462	-5	3	6.6	-0.43	-5	-4
COc1ccc(C2(CNC(=O)c3cccc([N+](=O)[O-])c3)CCOCC2)cc1OC	0.3	-5	-1	6	1508	-8	-15	-0.6	.	0	-2
